Compound activity (PubChem BioAssay)
DRD3 agonist = qHTS of D3 Dopamine Receptor Agonist: qHTS | D(3) dopamine receptor (Homo sapiens), P35462 | D3R DiscoveRx beta-arrestin cells, luminescence, 90 min | max activation, % | 410,000 compounds, 0.58% hits; in the data active = max activation above about 30%; note: 0% is about no effect; mostly tested at two doses, the higher about 12 µM
Target sequence (P35462 whole entry, looked up): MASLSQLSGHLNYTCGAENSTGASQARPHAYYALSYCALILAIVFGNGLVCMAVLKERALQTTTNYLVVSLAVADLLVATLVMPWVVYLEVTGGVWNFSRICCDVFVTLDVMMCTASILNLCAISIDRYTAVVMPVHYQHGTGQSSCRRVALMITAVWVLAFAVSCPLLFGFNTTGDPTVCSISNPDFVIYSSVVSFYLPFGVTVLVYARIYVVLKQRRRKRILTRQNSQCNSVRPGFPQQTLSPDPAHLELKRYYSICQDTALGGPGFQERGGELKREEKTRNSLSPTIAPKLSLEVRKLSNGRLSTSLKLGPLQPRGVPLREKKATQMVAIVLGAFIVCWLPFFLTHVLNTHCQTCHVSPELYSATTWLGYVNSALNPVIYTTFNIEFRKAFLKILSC
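Cells at 1500/well, incubated overnight, then treated with pinned compounds (dopamine as control) for 90 min at 37 degrees C. DiscoveRx reagent added for 30 - 60 minutes at room temperature; luminescence read.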
EPAC2 antag = qHTS for Antagonist of cAMP-regulated guanine nucleotide exchange factor 2 (EPAC2): primary screen | Rap guanine nucleotide exchange factor 4 (Homo sapiens), Q8WZA2 | EPAC2 GEF exchange of Rap1B-BODIPY-GDP, fluorescence | Potency, µM (top dose mostly 114 µM), inactives show top-dose activity, negative = inhibition, usual class: inhibitors | 360,000 compounds, 0.18% hits; note: potency is the fitted concentration of half-maximal effect; % is set by controls: 0 for no effect and ±100 for the full control effect; nearly all actives have a fitted effect of over 45% in size; many of its hits are not listed in these tables
D3 antag = qHTS of D3 Dopamine Receptor Antagonist: qHTS; D(3) dopamine receptor (Homo sapiens), P35462; D3R cells, DiscoveRx beta-arrestin luminescence, antagonist mode; stronger effect = lower value; max response, negative = inhibition, %; 360,000 compounds, 2.5% hits; AID 652054, 2013; in the data active = max response below about -50%; inconclusive = no clear call, values can overlap the other calls; note: % is set by controls: 0 for no effect and ±100 for the full control effect; mostly tested at two doses, the higher about 12 µM
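Cells plated overnight at 1500 cells/well, then exposed to library compounds with dopamine controls for 90 minutes at 37 degrees C. DiscoveRx reagent added for 30–60 minutes at room temperature; luminescence read, quantitative HTS format.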
PTHR1 agonist = qHTS for PTHR1 Agonists: Primary Screen; Parathyroid hormone/parathyroid hormone-related peptide receptor (Homo sapiens), Q03431; HEK293 GP2 PTHR1 cells, GloSensor cAMP luminescence, 1 h; Potency, µM (top dose mostly 115 µM), for inactives: top-dose activation, most hits filed as activators; 410,000 compounds, 0.075% hits; AID 743266, 2014; note: potency is the fitted concentration of half-maximal effect; nearly all actives have a fitted effect of over 55% in size; some results filed as inactive show a strong effect at the top dose; inactives centre near -15; many of its hits are not listed in these tables
Target sequence (Q03431 whole entry, looked up): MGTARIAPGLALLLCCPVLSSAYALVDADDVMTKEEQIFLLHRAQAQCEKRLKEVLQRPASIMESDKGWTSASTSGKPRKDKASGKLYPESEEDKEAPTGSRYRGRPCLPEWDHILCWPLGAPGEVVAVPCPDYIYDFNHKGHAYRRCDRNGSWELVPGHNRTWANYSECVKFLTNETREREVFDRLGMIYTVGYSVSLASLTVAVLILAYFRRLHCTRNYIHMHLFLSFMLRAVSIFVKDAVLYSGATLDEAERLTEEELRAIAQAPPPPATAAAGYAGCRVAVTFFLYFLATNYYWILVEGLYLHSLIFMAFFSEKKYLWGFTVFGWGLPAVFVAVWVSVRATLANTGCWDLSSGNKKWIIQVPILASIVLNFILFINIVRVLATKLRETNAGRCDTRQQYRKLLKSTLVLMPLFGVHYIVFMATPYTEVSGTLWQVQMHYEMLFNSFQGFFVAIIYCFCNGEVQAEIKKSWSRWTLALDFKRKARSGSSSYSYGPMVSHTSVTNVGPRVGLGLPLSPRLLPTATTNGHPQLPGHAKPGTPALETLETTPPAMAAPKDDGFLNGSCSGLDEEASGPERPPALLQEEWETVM
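HEK-293-derived GP2 cells expressing PTHR1 and a GloSensor cAMP reporter, 3,000/well, plated overnight, given luciferin plus IBMX (each 0.5 mM as added) for 1 h at 37 °C, then compound for 1 h at 37 °C. Luminescence was read after 15 min at room temperature.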
CCT modulator = High-Throughput Screening for Modulators of Cytosolic Chaperonin Activity; activity change, % (no concentration beside the values), hits read low; purified chaperonin ATPase assay, HTRF ADP detection, 30 min; 360,000 compounds, 0.3% hits; in the data active = activity change below about -30%; note: % is set by controls: 0 for no effect and ±100 for the full control effect
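Nucleotide hydrolysis assay: TRiC at 20–40 nM final (set by batch activity) with 10 uM ATP, 30 min at 37 °C, in presence of 76 uM compound. Detection by competitive ADP HTRF, 30 min ambient.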
Mm-Cpn inhibitor = Inhibitors of TCP-1 ring complex (TRiC) of Methanococcus maripaludis (MmCpn): qHTS; Chaperonin Mm-Cpn (Methanococcus maripaludis); purified Mm-Cpn ATPase, ADP Transcreener TR-FRET; Potency, µM (titrated, usually from 76.9 µM), for the others: top-dose activity, negative = inhibition, usual class: inhibitors; 330,000 compounds, 0.031% hits; AID 504842, 2011; note: potency is the fitted concentration of half-maximal effect; % is set by controls: 0 for no effect and ±100 for the full control effect; nearly all actives have a fitted effect of over 80% in size
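Quantitative HTS used 25 nM Mm-CPN and 10 uM ATP in magnesium/KCl Tris buffer, pH 7.4, with 1 mM DTT. Hydrolysis ran 30 min at 37°C; ADP was read by HTRF.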
Akt phos inh = HTS Assay for Inhibitors of Akt Phophorylation: Primary Screen. activity change, % for hits at 50 µM. Neuro2A IGF-stimulated pAkt S473 HTRF, 20 min; stronger effect = lower value. AID 651550, 2012. 360,000 compounds, 0.32% hits; in the data active = activity change below about -80%; inconclusive = mostly about -51% to -80%; note: % is set by controls: 0 for no effect and ±100 for the full control effect
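Neuro2A cells (4,500/well, DMEM with 0.5% FBS) were treated with compound at a single 50 µM final concentration, stimulated with 6 nM IGF for 20 min at 37 °C, and lysed. Phospho-Akt Ser473 was read by HTRF as 665/615 ratio ×10^4.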
EPAC2 ag = qHTS for Agonist of cAMP-regulated guanine nucleotide exchange factor 4 (EPAC2): primary screen; AID 720711, 2013; 360,000 compounds, 0.079% hits; Potency, µM (series often up to 154 µM), inactives show top-dose activation, usual class: activators; EPAC2 activation, biochemical qHTS; response scale: 100% = 6.5 mM cAMP response; Rap guanine nucleotide exchange factor 4 (Homo sapiens), Q8WZA2; note: potency is the fitted concentration of half-maximal effect; nearly all actives have a fitted effect of over 50% in size
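Each well held 100 nM EPAC2, 250 nM RAP1B-BODIPY-GDP and 50 uM GDP. Fluorescence, read at 5-min intervals to 30 min, was referenced to a 6.5 mM cAMP positive control.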
Active calls of the source: *; i = inactive; ? = inconclusive; / = no result given; [ ] = another dose, or the depositor's remark. Unless noted, calls come from the whole dose curve; as a rule, active = well fitted curve in the direction sought with a large enough effect; inconclusive = small, poorly fitted or top-dose-only effect, or another doubt; inactive = no such curve, though single readings can be large; an effect the other way counts as inactive or inconclusive.

SMILES	DRD3 agonist	EPAC2 antag	D3 antag	PTHR1 agonist	CCT modulator	Mm-Cpn inhibitor	Akt phos inh	EPAC2 ag
Cc1ccc(Cn2c(S(=O)(=O)O)nc3ccccc32)cc1	-2.7	-21.7%	19.6	i	3.8	2.1%	/	-1.6%[15.6 µM]
CCSc1nnc(CCNC(=O)OC(C)(C)C)o1	-1.2	8.5%	37.4	-3.6%[57.5 µM]	-3.5	2.1%	i	-3.3%
O=C(COc1ccc(-n2cnnn2)cc1)Nc1ccc(F)c(F)c1F	-1.0	14.7%	-19.8	-15.9%	0.3	-2.6%	i	1.1%
O=C(CCC(=O)Nc1ccc(Br)cc1)N/N=C/c1ccc(F)cc1	-5.6	-15.1%	3.0	i	-1.0	-0.3%	i	3.4%
CCC(C)Oc1nc2c(c(=O)n(C)c(=O)n2C)n1C (stereo not drawn)	-11.8	-3.6%	2.6	i	-0.2	?	i	5.6%
Fc1cccc(Cc2noc(CN3CCCN(C4Cc5ccccc5C4)CC3)n2)c1	-11.9	-2.5%	?	i	1.3	-1.6%	i	-1.8%
CC(C)CCn1c(=O)c2c(nc3n2CCCN3Cc2ccccc2)n(C)c1=O	-3.8	-14.6%	-3.1	-22.0%	-3.3	0.4%	i	9.5%
O=C(COC(=O)/C=C/c1ccco1)Nc1ncc(Cl)cc1Cl	-0.1	9.8%[57.1 µM]	6.2	-7.9%	0.9	-2.0%	i	2.5%
Nc1cnc(-c2ccccc2)nc1Cl	-9.5	8.3%	21.2	i	-0.4	1.1%	i	-4.2%
NC(=O)C1CCN(C(=O)c2cc(-c3ccc(Cl)s3)nc3ccccc23)CC1	-1.2	-10.9%	1.9	-38.5%[inhibitor]	2.0	?	i	-2.1%
COC(C(=O)Nc1ccc(S(=O)(=O)Nc2c(C)cccc2C)cc1)c1ccccc1 (stereo not drawn)	-9.8	3.0%	-10.6	-8.4%	-1.9	1.9%	i	4.4%
Cc1ccc(CS(=O)(=O)Cc2ccc(C(=O)NC3CCCC3)o2)cc1	2.8	0.6%	16.4	i	-1.4	1.3%	/	2.7%
CCC(C)NS(=O)(=O)c1cccs1 (stereo not drawn)	7.1	14.6%	-9.1	i	1.6	0.3%	i	-2.9%
CC1CCC(=NNC(=O)c2ccccc2-n2cccc2)CC1 (stereo not drawn)	-6.9	12.1%	5.1	3.3%	-6.4	-2.1%	i	0.2%
COc1cc(C2C3CN(C)CC=C3C(C#N)=C(N)C2(C#N)C#N)ccc1OC(C)C (stereo not drawn)	-9.8	?	?	-2.5%[57.5 µM]	-1.8	-2.9%	i	-4.6%
COc1cccc(CNS(=O)(=O)c2cc(Br)ccc2Br)c1	4.3	-6.9%	-2.6	-19.6%	1.7	/	i	4.7%
Cc1ccc(OCCn2nnc3ccccc32)cc1C	0.3	-11.7%	-17.3	-19.6%	0.4	-3.8%	i	4.7%
N#Cc1c(-c2ccc(Cl)cc2Cl)nc2n(c1=O)CCS2	-1.8	-2.0%	-23.6	i	-0.5	-2.9%	i	9.3%
CC(C)Oc1ccc(S(=O)(=O)N2CCOCC2)cc1NC(=O)Cc1cccs1	2.5	1.3%	-4.6	i	-0.6	0.8%	i	16.2%
Cc1cc(CN(Nc2ccccc2)c2ccccc2)cc(C)n1	7.9	?	27.2	i	-0.5	/	i	4.3%
COc1cc(OC)cc(C(=O)OCC(=O)NCCCc2ccccc2)c1	-0.4	-2.6%	-11.4	-12.9%	0.5	-0.3%	i	3.1%
CC(C)Cn1c(N)c(C(=O)COC(=O)CCNS(=O)(=O)c2ccccc2)c(=O)n(C)c1=O	2.3	3.0%	18.9	-32.8%[inhibitor]	-0.6	-1.0%	i	-0.3%
O=C(Nc1ccc(Cl)c(S(=O)(=O)N2CCCCC2)c1)c1cnccn1	-2.5	-9.4%	0.0	-23.5%	0.4	-0.6%	i	9.0%
COc1cccc(/C=N/NC(=O)c2ccc([N+](=O)[O-])cc2Cl)c1O	-3.3	-2.6%	18.4	i	-1.3	-0.6%	i	4.7%

Retrieved by compound from the entries so far (5):
SMILES	DRD3 agonist	EPAC2 antag	D3 antag	PTHR1 agonist	CCT modulator	Mm-Cpn inhibitor	Akt phos inh	EPAC2 ag
NC(=O)C1CCN(C(=O)c2cc(-c3ccc(Cl)s3)nc3ccccc23)CC1	-1.2	-10.9%	1.9	-38.5%[inhibitor]	2.0	?	i	-2.1%
CC(C)CCn1c(=O)c2c(nc3n2CCCN3Cc2ccccc2)n(C)c1=O	-3.8	-14.6%	-3.1	-22.0%	-3.3	0.4%	i	9.5%
CCC(C)Oc1nc2c(c(=O)n(C)c(=O)n2C)n1C (stereo not drawn)	-11.8	-3.6%	2.6	i	-0.2	?	i	5.6%
Cc1ccc(Cn2c(S(=O)(=O)O)nc3ccccc32)cc1	-2.7	-21.7%	19.6	i	3.8	2.1%	/	-1.6%[15.6 µM]
O=C(Nc1ccc(Cl)c(S(=O)(=O)N2CCCCC2)c1)c1cnccn1	-2.5	-9.4%	0.0	-23.5%	0.4	-0.6%	i	9.0%

Other entries follow:
SMILES	DRD3 agonist	EPAC2 antag	D3 antag	PTHR1 agonist	CCT modulator	Mm-Cpn inhibitor	Akt phos inh	EPAC2 ag
Nc1nc2c(ncn2[C@@H]2O[C@H](CNS(=O)(=O)c3cccnc3)[C@@H](O)[C@H]2O)c(=O)[nH]1	10.0	6.2%	4.7	-14.2%	-1.7	/	i	8.1%
COC(=O)/C(C#N)=C/N(C)C	5.0	1.5%	11.6	i	-0.8	0.6%	i	7.4%
CN(C)CCCN(C(=O)c1ccc(S(=O)(=O)N2CCc3ccccc32)cc1)c1nc2ccc(F)cc2s1	-16.2	-3.0%	-0.2	i	1.0	0.5%	i	7.3%
COc1ccc(S(=O)(=O)N2CCC3(CC2)OCCN3S(=O)(=O)c2cccs2)cc1OC	1.4	12.2%	0.4	-13.8%	3.2	0.5%	i	5.6%
CCOc1ccccc1N=c1oc2cc(O)ccc2cc1C(=O)NCC1CCCO1 (stereo not drawn)	14.5	9.6%	?	i	0.6	-1.9%	i	-5.6%
CSc1ncccc1C(=O)Nc1cc(C)ccn1	3.5	-6.9%	4.3	i	-3.8	-1.4%	i	6.3%
Cc1csc(=O)n1CCC(=O)OCC(=O)NCc1ccc(F)cc1	3.3	-5.3%	1.3	i	-0.7	1.8%	i	-2.7%
COc1ccc(-c2noc3c2-c2nc(-c4ccccc4F)sc2CC3)cc1	2.8	9.1%	-7.5	?	0.7	-9.4%	i	4.5%
Cc1ccc(-c2ccc(CN3C(C(C)C)C(=O)N(Cc4cn(CC5CCCCC5)nn4)CCS3(=O)=O)cc2)cc1 (stereo not drawn)	-5.5	-1.1%	14.0	-34.5%[inhibitor]	-2.1	/	i	7.8%
COc1ccc(OC)c(-c2cc(C(=O)Nc3c(C)n(C)n(-c4ccccc4)c3=O)no2)c1	-3.4	-3.7%	?	-7.1%[57.5 µM]	-3.9	-1.7%	i	1.8%
COc1ccc(NC(=O)CSc2ccc3ccccc3c2)cc1S(=O)(=O)N1CCCCC1	0.3	-27.1%	12.3	-49.7%[inhibitor]	2.6	?	i	11.6%
NC(=O)c1ccsc1NC(=O)COC(=O)c1ccc([N+](=O)[O-])o1	10.1	?	2.7	-26.8%	0.5	-4.2%	i	4.4%
COc1cc(C(=O)NCC(=O)NCCN2C(=O)S/C(=C\c3ccccc3Cl)C2=O)cc(OC)c1OC	-21.1	11.8%	-3.2	-18.5%	-1.4	-2.7%	i	10.1%
CCNC(=O)C1(C)CCCN(C(=O)c2cccc(C)c2C)C1 (stereo not drawn)	1.7	-2.4%	25.0	i	-0.7	/	i	4.8%
O=C(NCc1cccnc1)c1cc(C2CCCN(S(=O)(=O)c3cccc4cccnc34)C2)on1 (stereo not drawn)	-2.0	6.9%	11.1	-11.2%	-0.6	/	i	22.2%
Cc1ccc(S(=O)(=O)NCCCNS(=O)(=O)c2ccccc2[N+](=O)[O-])cc1	-3.5	1.3%	-17.9	-8.0%	-3.2	0.0%	i	11.7%
O=C(NN(C(=O)c1ccccc1)c1cccs1)c1ccccc1	13.2	9.2%	0.8	-16.0%	-1.7	/	i	4.5%
COc1ccc(-c2nnc(NC(=O)C3CC3)o2)cc1	0.0	2.1%	15.5	i	1.0	1.7%	i	2.2%
Cc1nc(C)n(C(C)CNC(=O)c2ccccc2)n1 (stereo not drawn)	1.4	-0.2%	-7.8	-20.4%	-5.9	2.0%	i	13.9%
COc1ccc(-c2cn[nH]c2N)cc1OC	-1.3	-5.6%	-20.5	i	0.0	0.7%	i	8.5%
CC(=O)c1ccc(N2CCN(C(=O)CCC(=O)Nc3ccc4nc(N5CCN(C)CC5)cc(C)c4c3)CC2)cc1	-11.2	-5.5%	7.7	i	-1.6	0.6%	i	-2.5%
CCOc1ccc2nc(NC(=O)c3ccccn3)sc2c1	-23.0	7.1%	-63.4*	-40.2%[inhibitor]	0.1	-1.4%	i	-4.0%
CC(C)n1cc(CN2CCC(C(=O)Nc3cccc(-c4cccc(Cl)c4)c3)CC2)cn1	-8.5	-8.3%	-23.1	i	-2.7	-3.5%	i	5.8%
CC(C)CC(NC(N)=O)C(=O)OCC(=O)NC(=O)NC1CCCC1 (stereo not drawn)	-7.6	-2.1%	17.7	-3.3%	-3.8	-0.4%	i	-1.9%
Cc1onc(-c2c(F)cccc2Cl)c1C(=O)NCc1ccc2c(c1)OCO2	7.0	0.2%	3.0	i	-0.6	-1.1%	i	1.7%
CC(C)(C)OC(=O)C[C@@H]1C/C=C\C[C@H](CC(=O)N(CCO)Cc2ccccc2)C(=O)N2CCC[C@@H]2COC1=O	0.4	3.6%	12.7	-22.8%	-0.8	2.3%	i	3.8%
Cc1[nH]c2ccccc2c1C(=O)COC(=O)c1c(-c2c(F)cccc2Cl)noc1C	-2.4	0.0%	8.1	-9.1%	-0.7	-1.4%	i	8.6%

The list is partial (hit frequency here may not be typical).
